# Source: PubChem BioAssay
# GSK3A inh: blocks human GSK-3 alpha kinase; P49840; ADP-Glo luminescence, 60 min; inhibition, % at 10 µM; 320,000 tested, 0.1% active;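 in the data active = inhibition above about 50%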;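 note: GST-tagged GSK-3 alpha with peptide substrate and 25 µM ATP; 0% = DMSO neutral wells and 100% = GW8510 positive control wells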
# Target sequence (P49840 whole entry, looked up): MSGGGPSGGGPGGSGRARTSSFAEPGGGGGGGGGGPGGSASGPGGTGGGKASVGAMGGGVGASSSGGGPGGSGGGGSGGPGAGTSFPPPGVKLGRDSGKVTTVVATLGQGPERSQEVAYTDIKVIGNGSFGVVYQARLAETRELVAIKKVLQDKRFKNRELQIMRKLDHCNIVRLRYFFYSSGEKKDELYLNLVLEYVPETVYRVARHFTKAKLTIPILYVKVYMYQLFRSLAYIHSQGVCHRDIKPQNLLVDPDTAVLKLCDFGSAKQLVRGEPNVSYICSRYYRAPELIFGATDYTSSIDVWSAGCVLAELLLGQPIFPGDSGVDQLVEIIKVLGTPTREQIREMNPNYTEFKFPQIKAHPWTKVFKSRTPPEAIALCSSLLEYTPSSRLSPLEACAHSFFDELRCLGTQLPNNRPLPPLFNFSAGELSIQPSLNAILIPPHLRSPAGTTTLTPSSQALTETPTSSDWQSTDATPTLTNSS
# KCNK3 block: human KCNK3 channel inhibition, primary screen | O14649 | CHO-KCNK3 thallium flux, FluxOR fluorescence; stronger effect = lower value | B-score at 10 µM | 340,000 tested, 0.84% active;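 active = B-score under library mean minus 4 SD, starting fluorescence ratio at most library mean plus 5 SD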;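 note: more negative B-score means stronger inhibition of thallium flux through KCNK3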
# HDAC3 inh: human HDAC3 inhibition; recombinant HDAC3, fluorogenic peptide/trypsin coupled, fluorescence; AID 2718; inhibition, % at 8.3 µM; 320,000 tested, 0.15% active; O15379; in the data active = inhibition above about 26%, passing the limit was not always enough; inconclusive = no clear call, values can overlap the other calls
# Target sequence (O15379 whole entry, looked up): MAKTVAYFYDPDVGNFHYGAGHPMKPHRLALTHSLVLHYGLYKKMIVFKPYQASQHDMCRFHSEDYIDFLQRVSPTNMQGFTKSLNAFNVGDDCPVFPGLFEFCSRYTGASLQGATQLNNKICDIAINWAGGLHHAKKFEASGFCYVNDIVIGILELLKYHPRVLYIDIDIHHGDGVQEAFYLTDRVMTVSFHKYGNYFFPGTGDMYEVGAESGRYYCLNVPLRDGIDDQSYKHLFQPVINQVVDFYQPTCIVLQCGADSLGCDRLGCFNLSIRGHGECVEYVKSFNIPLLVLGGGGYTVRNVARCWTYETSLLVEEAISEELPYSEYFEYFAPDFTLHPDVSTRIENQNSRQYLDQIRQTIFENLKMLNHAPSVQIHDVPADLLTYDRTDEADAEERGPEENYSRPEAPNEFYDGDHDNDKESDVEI
# DYRK1A inh: inhibitors of rat Dyrk1A kinase | ADP-Glo luminescence, NFATc1 peptide | Q63470 | 310,000 tested, 0.43% active | inhibition, % at 12.5 µM; in the data active = inhibition above about 50%;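 note: plate controls were vehicle with enzyme for no effect and no enzyme for full effect; many of its hits are not listed in these tables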
# * hit, by the source's call; i = inactive; ? = inconclusive.
SMILES,GSK3A inh,KCNK3 block,HDAC3 inh,DYRK1A inh
COC(=O)[C@@H]1C[C@@H](C(=O)O)[C@H](C)C1(C)C,-2,i,-1,-14
O=C(NCC(F)(F)F)c1ccc(S(=O)(=O)Nc2ccccc2N2CCCC2)cc1,3,i,-1,-1
COc1ccccc1NC(=O)COC(=O)C1CC2CCCC(C1)C2=O (configuration not stated),1,i,-1,-3
CC(C)[C@H](N)c1cn([C@@H](CC(N)=O)C(=O)N2CCNCC2)nn1,-4,i,-1,3
CC(Sc1nnnn1-c1ccccc1)C(=O)NC1CCCC1 (configuration not stated),1,i,-6,-3
CCN(C(=O)CSc1nc2scc(-c3ccccc3)c2c(=O)n1C)C1CCS(=O)(=O)C1 (configuration not stated),1,i,-3,0
CCN(C[C@H]1N[C@@](CC)(C(=O)OC)[C@H]2C(=O)N(Cc3ccccc3)C(=O)[C@@H]12)C(=O)C1CCCCC1,-1,i,1,0
Cc1ccc(-c2cc(C(=O)NNC(=O)c3csc(N4CCOCC4)n3)c3ccccc3n2)cc1,1,i,15,4
O=C(NCc1ccccc1Cl)c1cccc2c1C(=O)c1ccc(-c3ccc(OC(F)(F)F)cc3)cc1S2(=O)=O,-4,i,-3,2
NC(=O)c1ccsc1NC(=O)COC(=O)c1ccccc1F,-2,i,0,-3
COCCN(C(=O)CSc1cc(C)c2ccccc2n1)c1c(N)n(CC(C)C)c(=O)[nH]c1=O,-7,i,-2,4
CC1(c2ccc(OC(F)F)cc2)NC(=O)N(CC(=O)N2CCN(C(=O)c3ccco3)CC2)C1=O (configuration not stated),0,i,-2,0
O=C(COC(=O)c1cccc(O)c1)Nc1ccc(S(=O)(=O)N2CCOCC2)cc1,1,i,4,5
COc1ccc(OC)c(CN2CCN(C(=O)CNC(=O)c3cc(C)cc(C)c3)CC2)c1,-2,i,0,2
C[C@@H]1CCC(=O)N(CC[C@H](Sc2ccc(Br)cc2)c2ccccc2)CC1,-1,i,10,-3
CCOc1ccccc1OCCC(=O)Nc1ccc2c(c1)OCO2,-1,i,?,6
CC(C)(C)[C@@H]1COC(=O)[C@H](Cc2ccc(F)cc2)C/C=C\C[C@H](CC(=O)N(CCO)Cc2ccccc2)C(=O)N1,2,i,0,-2
Cc1ccc(Oc2c(C=O)c3ccccc3n2C)cc1,11,i,2,5
O=C(C[C@@H]1C/C=C\C[C@H](Cc2ccc(F)cc2)C(=O)OC[C@@H](c2ccccc2)NC1=O)NCCO,-1,i,1,10
COc1cc(OC)cc(C(=O)NC(C(=O)NNC(=O)c2cc(Cl)ccc2OC)C(C)C)c1 (configuration not stated),2,i,7,9
Cc1cccc(C)c1NC(=O)CN(C)C(=O)CN1C(=O)NC(C)(C)C1=O,0,i,6,6
CC(=O)N/C(=C\c1ccccc1)C(=O)OCC(=O)NC1CCS(=O)(=O)C1 (configuration not stated),-5,i,1,-3
CCc1nnc(NC(=O)CSc2nc3[nH]c(=O)cc(O)c3s2)s1,17,i,0,1
COC(=O)C(N)Cc1ccc(Cl)cc1 (configuration not stated),-1,i,0,1
O=C1C(Cc2ccccc2)Nc2ncnc(N3CCCCC3)c2N1Cc1ccc(Br)cc1 (configuration not stated),-3,i,12,-1

# Limited to GSK3A inh, DYRK1A inh and HDAC3 inh, for five of the compounds above:
smiles,GSK3A inh,DYRK1A inh,HDAC3 inh
CC(C)[C@H](N)c1cn([C@@H](CC(N)=O)C(=O)N2CCNCC2)nn1,-4,3,-1
CC(Sc1nnnn1-c1ccccc1)C(=O)NC1CCCC1 (configuration not stated),1,-3,-6
CCN(C(=O)CSc1nc2scc(-c3ccccc3)c2c(=O)n1C)C1CCS(=O)(=O)C1 (configuration not stated),1,0,-3
CCN(C[C@H]1N[C@@](CC)(C(=O)OC)[C@H]2C(=O)N(Cc3ccccc3)C(=O)[C@@H]12)C(=O)C1CCCCC1,-1,0,1
Cc1ccc(-c2cc(C(=O)NNC(=O)c3csc(N4CCOCC4)n3)c3ccccc3n2)cc1,1,4,15

# (more compounds)
SMILES,GSK3A inh,KCNK3 block,HDAC3 inh,DYRK1A inh
Cc1ccccc1CCNC(=O)c1cc(C2CC2)nc2c1cnn2C(C)C,2,i,4,2
Cc1noc(C)c1NC(=O)Nc1ccc2c(c1)CC(=O)N([C@H](C)CO)C[C@@H](C)[C@H](CN(C)CC1CCCCC1)O2,-4,i,-3,2
Cc1cc(N2CCN(C)CC2)nc2ccc(NC(=O)CCC(=O)NCCC3=CCCCC3)cc12,-1,i,6,26
COc1ccc(CCNC(=O)COC(=O)CSc2ccc([N+](=O)[O-])cc2)cc1OC,1,i,12,6
Cn1cnc(C(=O)NCc2ccc(CNC(=O)OC(C)(C)C)cc2)c1C(=O)NCc1ccc(CNC(=O)OC(C)(C)C)cc1,-2,i,20,1
COc1ccccc1N1C(=O)CC(c2ccccc2)CC1=O,0,i,-6,3
CC(OC(=O)C1CC(=O)N(Cc2ccco2)C1)C(=O)Nc1ccc(F)cc1Cl (configuration not stated),-3,i,-8,0
C[C@@H]1CN([C@@H](C)CO)C(=O)c2cc(NC(=O)C3CC3)ccc2O[C@@H]1CN(C)Cc1ccc(Cl)c(Cl)c1,3,i,10,-2
O=C(CN1C(=O)c2ccccc2S1(=O)=O)NCCc1ccc(F)cc1,-3,i,2,0
COc1ccc([C@@H]2CC=C(C(=O)O)CN2S(=O)(=O)c2ccc(C)cc2)cc1OC,1,i,-10,-2
O=C(COC(=O)c1cnccn1)Nc1ccccc1-c1ccccc1,2,i,-5,0
Cc1c(C)c(C)c(S(=O)(=O)NCCC(=O)N2CCN(Cc3ccc(C#N)cc3)CC2)c(C)c1C,0,i,-7,-6
COc1ccccc1OCC(=O)NNC(=O)c1ccc(F)c(S(=O)(=O)N2CCOCC2)c1,-1,i,0,1
CCCN(C(=O)COC(=O)CSc1ccc([N+](=O)[O-])cc1)C1CCS(=O)(=O)C1 (configuration not stated),-2,i,10,0
CCOC(=O)[C@H]1[C@H]2COc3cc(OC)ccc3[C@@H]2N2C(=O)c3cc(OC)ccc3NC(=O)[C@@]12C,0,i,-8,1
Cc1cc(C(=O)N2CCN(c3ccccc3Cl)CC2)c(C)o1,-1,i,2,-1
COc1ccccc1C(=O)O[C@H]1[C@H](Cc2ccccc2)NS(=O)(=O)[C@H]2C[C@@H]3C=C[C@]12O3,-1,i,-3,7
O=C(O)CC(C(=O)OCC1CCCO1)N1CCOCC1 (configuration not stated),1,i,-5,0
Cc1ccc(NC(=O)CN2C(=O)C(=O)N(C3CCCC3)C2=O)cc1Cl,0,i,5,-4
O=C(COC(=O)c1cc(Cl)nc(Cl)c1)Nc1ccc(Cl)c(S(=O)(=O)N2CCOCC2)c1,-2,i,2,-2
CC1CCCCC12NC(=O)N(CC(=O)NCCc1ccc(S(N)(=O)=O)cc1)C2=O (configuration not stated),-1,i,-1,0
CCCCn1nc(C(=O)Nc2ccccc2N2CCCC2)c2ccccc2c1=O,3,-8.7*,1,2
CSc1nc2ccc(NS(=O)(=O)c3ccc(CNC(C)=O)cc3)cc2s1,13,i,4,2
COc1cccc(N2CCN(C(=O)CN(C)S(=O)(=O)c3ccc4c(c3)CCC(=O)N4)CC2)c1,0,i,-2,2
CC(NC(=O)CNC(=O)c1ccc2c(c1)OCO2)c1ccc(S(N)(=O)=O)cc1 (configuration not stated),0,i,-1,4

# KCNK3 block, hit marks shown above.
SMILES,GSK3A inh,KCNK3 block,HDAC3 inh,DYRK1A inh
CCCCn1nc(C(=O)Nc2ccccc2N2CCCC2)c2ccccc2c1=O,3,-8.7*,1,2

# (continued)
SMILES,GSK3A inh,KCNK3 block,HDAC3 inh,DYRK1A inh
CCOC(=O)c1sc(NC(=O)CSCc2c(C)noc2C)nc1C,0,i,4,0
COC(=O)CCNC(=O)CCc1ccc(S(=O)(=O)N2CCCCCC2)cc1,0,i,2,-7
Cc1ccc(-c2csc(NCCn3c(-c4ccncc4)nc4cc(C(F)(F)F)ccc43)n2)cc1,1,i,0,3
N#C/C(=C\c1ccc(O)c(O)c1)C(=O)NCCc1ccccc1,2,i,4,70*
COCC(C)n1c(C)cc(C(=O)COC(=O)c2cnc(Cl)c(Cl)c2)c1C (configuration not stated),-4,i,1,0
CC(C)NC(=O)Nc1ccc2c(c1)C(=O)N([C@H](C)CO)C[C@H](C)[C@@H](CN(C)S(=O)(=O)c1cccs1)O2,-3,i,2,11
Cc1cc(C)nc(SCC(=O)Nc2ccc(N3CCOCC3)c(Cl)c2)n1,-3,i,2,1
COc1ccccc1CNC(=O)C1CCCN(S(=O)(=O)c2cnc[nH]2)C1 (configuration not stated),-3,i,0,15
CCCn1c(N)c(N(CCOC)C(=O)c2ccc(-c3ccccc3)cc2)c(=O)[nH]c1=O,6,i,0,3
O=C(Nc1ccccc1N1CCOCC1)C1CCCO1 (configuration not stated),2,i,-6,-2
C=CCC[C@@H](Cc1ccc(F)cc1)C(=O)OC[C@@H](Cc1c[nH]c2ccccc12)NC(=O)[C@H](CC=C)CC(=O)N(CCO)Cc1ccccc1,-1,i,51*,1
CCCCN(C(=O)CN(C)CC(=O)Nc1cccc(OC)c1)c1c(N)n(CCCC)c(=O)[nH]c1=O,2,i,0,-1
COc1cccc(CNc2nc3ccccc3n2CCN2CCCCC2)c1OC,3,i,0,-1
NC(=O)c1ccccc1OCC(=O)Nc1cccnc1Cl,-2,i,-2,4
Cc1ccc2c(c1)C1CN(C)CCC1N2S(=O)(=O)c1cccc(F)c1 (configuration not stated),-1,i,0,0
CCOC(=O)NC(=O)CSc1ccc(S(=O)(=O)N(C)C2CCCCC2)cn1,1,i,6,9
CCN(CC)CCc1nc(-c2ccccc2)no1,0,i,-2,-1
CCOC(=O)[C@H]1[C@H]2COc3ccc(Cl)cc3[C@@H]2N2C(=O)c3ccccc3NC(=O)[C@@]12C,4,i,0,-9
CCCCC1OC2(C)OC(=N)C1(C#N)C(C#N)(C#N)C2c1ccccc1 (configuration not stated),3,i,-23,-6
CC(C)(C)OC(=O)N1CCC(NC(=O)c2[nH]cnc2C(=O)Nc2ccc(Cl)cc2)CC1,-3,i,-6,3
O=C(O)CCC(=NNC(=O)c1cccc(S(=O)(=O)N2CCCCC2)c1)c1ccccc1,-5,i,0,0
CN(c1ccccc1)S(=O)(=O)c1cccc(NC(=O)c2ccc(Cl)c([N+](=O)[O-])c2)c1,-1,-11*,-2,2
O=C(COc1ccc(-n2cnnn2)cc1)Nc1ccccc1OC(F)F,-1,i,0,-3
COC(=O)[C@@]12CCCCN1[C@H](c1ccc(-c3ccc(F)cc3)c(OC)c1)[C@H]1C(=O)N(C)C(=O)[C@H]12,-1,i,-7,5
O=C(NCc1ccccn1)c1c(-c2ccccc2)sc2ccccc12,0,i,-2,10

# Record cards, from the list above.
# CCCCN(C(=O)CN(C)CC(=O)Nc1cccc(OC)c1)c1c(N)n(CCCC)c(=O)[nH]c1=O in the list: GSK3A inh: 2; KCNK3 block: i; HDAC3 inh: 0; DYRK1A inh: -1
# COc1cccc(CNc2nc3ccccc3n2CCN2CCCCC2)c1OC in the list: GSK3A inh: 3; KCNK3 block: i; HDAC3 inh: 0; DYRK1A inh: -1
# C=CCC[C@@H](Cc1ccc(F)cc1)C(=O)OC[C@@H](Cc1c[nH]c2ccccc12)NC(=O)[C@H](CC=C)CC(=O)N(CCO)Cc1ccccc1 in the list: GSK3A inh: -1; KCNK3 block: i; HDAC3 inh: 51*; DYRK1A inh: 1

# Single entries from the entries so far:
# In DYRK1A inh, `O=C(NCc1ccccn1)c1c(-c2ccccc2)sc2ccccc12` reads 10
# In HDAC3 inh, `O=C(COC(=O)c1cnccn1)Nc1ccccc1-c1ccccc1` reads -5
# In HDAC3 inh, `COc1ccccc1NC(=O)COC(=O)C1CC2CCCC(C1)C2=O` (configuration not stated) reads -1

# New compounds follow
SMILES,GSK3A inh,KCNK3 block,HDAC3 inh,DYRK1A inh
CC(C)OC(=O)CSc1nc2ccccc2s1,0,i,5,-2
COC(=O)[C@]1(C)N[C@H](CN(C)C(=O)Nc2ccccc2)[C@@H]2C(=O)N(Cc3ccccc3)C(=O)[C@@H]21,1,i,2,-2
CC(C)(C)C(=O)OCOC(=O)[C@@H]1N2C(=O)[C@@H](N=CN3CCCCCC3)[C@H]2SC1(C)C,0,i,-3,-5
Cc1ccc(S(=O)(=O)N2CCOCC2)cc1NCC(=O)Nc1ccc(OC(F)(F)F)cc1,-1,i,1,3
C[C@@]12C(=O)Nc3ccc(Br)cc3C(=O)N1[C@H]1c3cc(Cl)ccc3OC[C@@H]1[C@@H]2c1ccccc1,2,i,2,7
CCCn1c(CN2CCN(C)CC2)nc2ccccc21,0,i,-3,0
COc1ccc(-c2csc(N3CCC(C(N)=O)CC3)n2)cc1,-2,i,2,2
COc1cc(C(=O)OCc2ccccc2C#N)ccc1OCC(=O)N1CCOCC1,-4,i,0,7
O=C(CN1CCN(c2ccc(O)cc2)CC1)Nc1ccc(S(=O)(=O)N2CCCC2)cc1,-1,i,0,-12
O=c1[nH]c(=O)c2cn[nH]c2[nH]1,2,i,-7,10
COc1ccc(CCNC(=O)COC(=O)c2ccc(F)c(S(=O)(=O)N3CCOCC3)c2)cc1,1,i,0,-1
Cc1cccn2c(=O)c(/C=C3\SC(=S)N(CC(C)C)C3=O)c(NCCCOC(C)C)nc12,-1,i,-8,2

# Some of the compounds tested. The share of hits here may be higher or lower than overall.
